Screening data as filed in PubChem BioAssay.
TDP-43 yeast inh – TDP-43 toxicity inhibition in yeast; TDP-43 expressing yeast growth rescue, BacTiter-Glo, 24 h; Potency, µM (top dose mostly 46.1 µM), without a hit: top-dose growth rescue (activation), most hits filed as activators; 1.8% of 410,000 active; AID 652104; further: potency means the concentration at half of the fitted maximal effect; % of control where 0% means no effect; nearly all actives have a fitted effect of over 50% in size
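Growth rescue of TDP-43-toxic yeast measured as ATP luminescence (BacTiter-Glo). Cells grown to mid-log in raffinose, induced in galactose at OD600=0.02, exposed to compound 24 hr at 30 deg C.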
Mm-Cpn inhibitor – M. maripaludis TRiC chaperonin inhibition; 0.031% of 330,000 active; purified Mm-Cpn ATPase, ADP Transcreener TR-FRET; Potency, µM (top dose mostly 76.9 µM), for inactives: at the top dose activity, negative = inhibition, most hits filed as inhibitors; further: potency means the concentration at half of the fitted maximal effect; on the % scale 0 is the no-effect control and ±100 the full control effect; nearly all actives have a fitted effect of over 80% in size
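Purified archaeal chaperonin (25 nM final) was preincubated with compound for 10 min at 37°C, then ATP (10 uM final) was added for 30 min at 37°C in Tris pH 7.4/KCl/MgCl2/DTT buffer. ADP was quantified by HTRF Transcreener TR-FRET.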
GLP-1R inv ag – acts as inverse agonist at human GLP-1 receptor | P43220 | HEK293 GLP-1R CRE-luciferase, luminescence, 24 h; GLP-1R form is constitutively active | Potency, µM (top dose mostly 38.3 µM), for the others: at the highest dose activity change, negative = inhibition, actives largely listed as inhibitors | 1.6% of 410,000 active | AID 624417; further: potency means the concentration at half of the fitted maximal effect; on the % scale 0 is the no-effect control and ±100 the full control effect; nearly all actives have a fitted effect of over 55% in size
Target sequence (P43220 whole entry, looked up): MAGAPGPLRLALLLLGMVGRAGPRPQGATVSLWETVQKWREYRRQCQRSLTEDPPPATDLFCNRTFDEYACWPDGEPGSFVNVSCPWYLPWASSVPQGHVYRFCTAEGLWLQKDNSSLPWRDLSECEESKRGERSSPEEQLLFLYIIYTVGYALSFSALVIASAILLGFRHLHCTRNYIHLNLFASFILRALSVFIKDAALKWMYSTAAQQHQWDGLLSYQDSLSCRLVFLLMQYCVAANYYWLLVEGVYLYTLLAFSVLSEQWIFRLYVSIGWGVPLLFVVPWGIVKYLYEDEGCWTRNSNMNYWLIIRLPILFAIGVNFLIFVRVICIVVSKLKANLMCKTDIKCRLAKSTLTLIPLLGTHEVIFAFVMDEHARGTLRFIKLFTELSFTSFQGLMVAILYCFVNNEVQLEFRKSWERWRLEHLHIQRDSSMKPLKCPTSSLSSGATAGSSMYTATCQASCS
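Cells are plated, allowed 12 hours at 37 deg C, then treated with compounds for 24 hr before luciferase detection reagent is added and luminescence is read after 12 min at room temperature. The HEK293 line carries constitutively active GLP-1R with a cAMP-responsive reporter.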
aSyn rescue – alpha-synuclein toxicity inhibition in yeast; Yeast expressing alpha-synuclein, growth rescue, BacTiter-Glo, 24 h; Potency, µM (top dose mostly 46.1 µM), for the others: top-dose growth rescue (activation), hits mostly activators; 0.14% of 370,000 active; AID 652106; further: potency means the concentration at half of the fitted maximal effect; % of control where 0% means no effect; nearly all actives have a fitted effect of over 65% in size
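Screening used galactose-induced yeast with toxic alpha-synuclein levels, exposed to compound for 24 hr at 30 deg C. Cell growth, read with BacTiter-Glo luminescence, gave the measured signal.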
PTHR1 ag – agonists of human PTHR1 parathyroid hormone receptor. Potency, µM (top dose mostly 115 µM), for the others: at the top dose activation, actives largely listed as activators. Q03431. 0.075% of 410,000 active. HEK293 GP2 PTHR1 cells, GloSensor cAMP luminescence, 1 h. AID 743266; further: potency means the concentration at half of the fitted maximal effect; nearly all actives have a fitted effect of over 55% in size; some results filed as inactive show a strong effect at the top dose; inactives centre near -15; many of its hits are not listed in these tables
Target sequence (Q03431 whole entry, looked up): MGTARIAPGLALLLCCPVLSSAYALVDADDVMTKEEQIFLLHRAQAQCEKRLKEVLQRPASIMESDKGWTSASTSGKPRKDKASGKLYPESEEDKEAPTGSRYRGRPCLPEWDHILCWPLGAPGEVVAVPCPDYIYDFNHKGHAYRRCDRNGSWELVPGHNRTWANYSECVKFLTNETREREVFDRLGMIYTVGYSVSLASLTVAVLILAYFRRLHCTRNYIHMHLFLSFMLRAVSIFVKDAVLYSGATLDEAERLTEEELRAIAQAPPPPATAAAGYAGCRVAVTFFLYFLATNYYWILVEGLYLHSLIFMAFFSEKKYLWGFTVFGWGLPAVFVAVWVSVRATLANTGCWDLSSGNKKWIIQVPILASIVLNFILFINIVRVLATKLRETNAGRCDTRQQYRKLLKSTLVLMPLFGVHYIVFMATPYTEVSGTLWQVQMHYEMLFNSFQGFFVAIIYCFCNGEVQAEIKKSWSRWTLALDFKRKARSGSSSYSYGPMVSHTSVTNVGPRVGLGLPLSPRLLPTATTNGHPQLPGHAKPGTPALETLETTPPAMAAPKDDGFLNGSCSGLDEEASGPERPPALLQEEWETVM
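HEK-293-derived GP2 cells expressing PTHR1 and a GloSensor cAMP reporter, 3,000/well, plated overnight, given luciferin plus IBMX (each 0.5 mM as added) for 1 h at 37 °C, then compound for 1 h at 37 °C. Luminescence was read after 15 min at room temperature.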
HEK293 tox – cytotoxicity counter-screen for GLP-1 receptor inverse agonists. HEK293 cAMP-luciferase reporter cells, luminescence, 24 h. Potency, µM (titrated, usually from 38.3 µM), inactives show at the highest dose activity change, negative = inhibition, actives largely listed as inhibitors. 0.13% of 410,000 active. AID 624418;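 further: loss of luciferase light is scored as toxicity; potency means the concentration at half of the fitted maximal effect; on the % scale 0 is the no-effect control and ±100 the full control effect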
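1536-well qHTS counterscreen of the MLSMR; 200 cells/uL, 12 h pre-incubation, 23 nL cpd, 24 h at 37 deg C 5% CO2, luciferase detection reagent, 12 min RT, luminescence. Inhibition = undesired.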
pAkt inh – inhibitors of Akt phosphorylation. Neuro2A IGF-stimulated pAkt S473 HTRF, 20 min; active compounds read low. activity change, % for hits at 50 µM. 0.32% of 360,000 active. AID 651550; in the data active means activity change below about -80%; inconclusive means mostly about -51% to -80%; further: on the % scale 0 is the no-effect control and ±100 the full control effect
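Neuro2A cells in DMEM with 0.5% FBS, overnight at 37 deg C, given compound at single 50 µM final, then IGF (6 nM final) for 20 min at 37 deg C. Lysed; phospho-Akt Ser473 by HTRF after 24 h, 665/615 ratio.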
Abeta rescue – A-beta toxicity reversal in yeast | yeast expressing A-beta42, growth rescue, OD600, 48 h; response scale: 0% DMSO, 100% iron-clioquinol control | 0.063% of 410,000 active | Potency, µM (doses to about 46.1 µM), inactives show at the top dose growth rescue, most hits filed as activators; further: potency means the concentration at half of the fitted maximal effect; nearly all actives have a fitted effect of over 55% in size
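Growth rescue measured by 600 nm absorbance after 48 h yeast culture at 30 C with compound. Values normalized between DMSO and an equimolar ferric chloride plus clioquinol control.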
FUS yeast rescue – suppressors of FUS proteinopathy in yeast. S. cerevisiae FUS-expressing, growth rescue, OD600, 24 h. AID 1347120. 0.24% of 390,000 active. Potency, µM (top dose mostly 76.6 µM), without a hit: at the highest dose growth rescue (activation), actives largely listed as activators;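 further: potency means the concentration at half of the fitted maximal effect; plate controls were DMSO vehicle for no effect and reference control for full effect; nearly all actives have a fitted effect of over 55% in size; some results filed as inactive show a strong effect at the top dose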
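Absorbance at 600 nm, taken 24hr after compound addition, measured rescue of FUS-yeast growth at 30C. Induction used 2% galactose with seeding at OD 0.005. Controls: CP55940 from 92uM final, DMSO only.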
The depositor's hits bear a star; i = inactive; ? = inconclusive; . = not tested or not shown; [ ] = dose if it differs, or a comment. Unless noted, the call rests on the fitted dose curve; in most records, active means well fitted curve in the direction sought with a large enough effect; inconclusive means small, poorly fitted or top-dose-only effect, or another doubt; inactive means no such curve, though single readings can be large; an effect the other way counts as inactive or inconclusive. Not all compounds are listed, so the mix of outcomes need not match the whole.

Molecule | pAkt inh | aSyn rescue | HEK293 tox | Abeta rescue | TDP-43 yeast inh | FUS yeast rescue | Mm-Cpn inhibitor | PTHR1 ag | GLP-1R inv ag
COc1ccc(NS(=O)(=O)c2c(C)[nH]c(=O)[nH]c2=O)c(OC)c1 | i | -10% | 13% | 13% | 21% | 14% | 0% | -13%[57.5 µM] | 1%
CCSc1ccccc1C(=O)Nc1ccc(S(=O)(=O)NC(C)=O)cc1 | i | -6% | -17% | 1% | -6% | -10% | 0% | -7% | 26%
COc1ccc(-c2noc(CCC(=O)N3CCN(c4ccccc4C(F)(F)F)CC3)n2)cc1 | i | 1% | 2% | 11% | 21% | 33% | 0% | -45%[inhibitor] | ?
CCCCC1=CC2=C(c3ccco3)C(=O)C(C)(OC(=O)c3ccc(OC)cc3)C(=O)C2=CN1CCc1ccccn1 (stereo not drawn) | i | 4% | -2% | -18% | -10% | ? | -4% | -18% | 1%
Cc1cc(C(=O)OCC(=O)Nc2cc(Cl)ccc2C)c(C)o1 | i | -8% | 2% | 0% | 23% | . | -1% | i | 1%
CCOC(=O)c1ccc(NC(=O)Cn2c(=O)n(-c3ccc(C)cc3)c(=O)c3c2cnn3C)cc1 | . | . | -9% | -7% | 4% | 12% | . | i | -19%
Cc1ccc(C(=O)CCC2CCCC2=O)cc1 (stereo not drawn) | i | 2% | 2% | -7% | -1% | 8% | 0% | -1%[57.5 µM] | 13%
CCOc1ccc(OCC)c(NC(=O)C(NS(=O)(=O)c2ccc(Br)s2)c2ccccc2)c1 (stereo not drawn) | . | . | 2% | -11% | 7% | 15% | . | ? | 6%
CN=C1S/C(=C\c2ccc(OCC(=O)OC)c(OC)c2)C(=O)N1C | i | -9% | 2% | -10% | 2% | 4% | 0% | -14% | 22%
Cc1ccc(N(CC(=O)N2CCN(c3ccc(F)cc3)CC2)S(=O)(=O)c2c(C)nn(C)c2C)cc1 | i | 0% | 2% | 4% | 8% | 0% | 0% | -2% | 6%
O=C(/C=C/c1c(F)cccc1Cl)NCc1ccco1 | i | -3% | 25% | -3% | -12% | . | 0% | -22% | 6%
O=C(OCCCN=C1NS(=O)(=O)c2ccccc21)c1ccccc1 | i | 0% | -12% | -3% | 4% | 4% | 1% | i | -7%
COc1ccc(CC(NC(C)=O)C(=O)NC2CCN(C(=O)NCc3ccccc3)CC2)cc1 (stereo not drawn) | i | -2% | 6% | 2% | -13% | 16% | 3% | -10%[57.5 µM] | 5%
NC(=O)CC(NC(=O)Cc1cccc2ccccc12)c1ccc(NCCN2CCCC2)c([N+](=O)[O-])c1 (stereo not drawn) | i | 0% | 5% | -4% | 3% | 15% | -1% | -24% | 16%
COc1ccc(COc2cc(-c3cccc(OC)c3)nc3ccc(NC(C)=O)cc23)cc1 | i | 10% | -13% | -2% | 3% | -9% | -1% | i | -42%
O=C1[C@H]2[C@@H](c3ccc(F)cc3)N3C(=O)N(c4cccc(Br)c4)C(=O)[C@@]3(Cc3ccccc3)[C@H]2C(=O)N1C1CCCCC1 | i | -4% | 7% | -4% | -6% | ? | -1% | -16% | 2.8µM*
O=C(c1cnn2c1NC(c1ccc(Br)cc1)CC2C(F)(F)F)N1CCN(C23CC4CC(CC(C4)C2)C3)CC1 (stereo not drawn) | i | 15% | 1% | 21% | 13% | 42% | 0% | i | ?
COc1ccc(CN2CCN(Cc3c[nH]c4ccccc34)CC2)cc1 | i | 4% | -5% | -25% | 0% | -14% | 0% | i | ?
COc1ccc(S(=O)(=O)NCc2c(-c3ccccc3)noc2C)c(OC)c1 | i | -1% | -5% | -9% | 3% | -14% | 1% | -6% | 8%
O=C1CCCc2c1cc(-c1ccccc1)n2-c1ccc(O)cc1 | i | 2% | 16% | -6% | -22% | . | 3% | -74%[inhibitor] | -28%
CCOC(=O)N/N=C(/C)c1cccc(-n2cnnn2)c1 | i | -5% | 4% | -15% | 18% | -4% | -1% | i | -1%
COc1cc([N+](=O)[O-])ccc1-c1ccc(/C=C2\C(=O)ON=C2c2ccccc2)o1 | i | -9% | 3% | . | 6% | -16% | . | -20% | -4%
Cc1ccc(OCCSc2nc3ccccc3n2CC(=O)O)cc1 | i | -6% | 6% | 3% | -16% | 12% | -1% | i | 15%
CCOC(=O)C(C)Oc1cccc2c(=O)n(CC(=O)NCc3ccc4c(c3)OCO4)ccc12 (stereo not drawn) | i | 2% | -11% | -12% | -3% | -22% | -3% | -19% | ?
CCC(=O)N1CCc2cc(Br)cc(S(=O)(=O)NCCN3CCCCC3C)c21 (stereo not drawn) | i | 1% | -17% | 10% | 11% | 8% | 2% | i | -27%
O=S(=O)(Nc1cccc(S(=O)(=O)N2CCCC2)c1)c1cccc(Br)c1 | i | -5% | 1% | 15% | 4% | 24% | -1% | -17% | ?
CC(=O)[C@@]1(O)CCC2C3CC[C@H]4C[C@@H](O)CC[C@]4(C)C3CC[C@@]21C (stereo partly drawn) | i | 17% | 0% | 3% | -8% | -29% | 2% | i | 6%
CC(C)N1CCC(N2CCN(Cc3ccc(C#CC(C)(C)O)s3)CC2CCO)CC1 (stereo not drawn) | i | 0% | -7% | 9% | -3% | ? | 4% | -9% | -22%
Cc1ccc(NC(=O)CCn2c(=O)[nH]c3ccsc3c2=O)cc1F | i | 5% | -14% | -2% | -12% | 11% | 0% | i | 19%
Cc1nn(CC(=O)NC(C)c2ccccc2)c(C)c1[N+](=O)[O-] (stereo not drawn) | i | -4% | 0% | 1% | 20%[9.22 µM] | 6% | -1% | i | 2%
CCCC(=O)Nc1ccc(NC(=O)C2CC2)cn1 | i | -3% | 4% | 7% | 7% | -2% | 0% | -23% | 2%
COc1cccc(C(C(=O)NC(C)(C)C)N(C(=O)CCC(=O)Nc2cc(C)on2)C(C)C)c1OC (stereo not drawn) | i | -1% | 11% | -6% | -7% | 26% | 1% | i | 10%
O=C1Nc2ccccc2N(O)N1c1cc(-c2ccccc2)[nH]n1 | i | 13% | 7% | -2% | 23% | 9% | 2% | -38% | 4%
COc1cc(OC)c2c(-c3cccc(-c4ccc(C(C)=O)cc4)c3)cc(=O)oc2c1 | i | 8% | -6% | -3% | 12% | -9% | -1% | -14% | ?
CCCc1ccc(Oc2cc(N3CCOCC3)nc(-c3ccccc3)n2)cc1 | i | -2% | 4% | 10% | 0% | 18% | . | -3%[57.5 µM] | 4%
COc1ccc2c(c1)C(C)=CC(C)(C)N2C(=O)CSc1nnc(-c2ccc(C)cc2)o1 | . | ? | 2% | 4% | -10% | 30% | 0% | i | -8%
O=C1c2ccccc2C(=O)N1CN(C(=O)c1ccccc1)c1ccc(O)cc1 | i | -1% | -4% | -8% | 0% | -41% | 3% | -16% | 8%
CCCN(C)C[C@H]1OCc2cnnn2CCCC(=O)N([C@H](C)CO)C[C@@H]1C | i | -1% | 1% | -10% | 6% | 10% | . | -3% | 27%
Cc1ccc(-c2nnn(CC(=O)N3CCN(c4nc5ccccc5s4)CC3)n2)cc1 | i | 1% | -15% | -5% | 4% | -33% | 1% | i | -24%
COc1ccc(-c2cc(C(F)(F)F)c(C#N)c(SCC(=O)Nc3cccc(C)c3)n2)cc1 | . | . | 8% | -12% | 6% | -12% | . | i | 10%
Cc1noc(C)c1CSCC(=O)Nc1nc2ccc(Oc3ccccc3)cc2s1 | i | -1% | 2% | 26% | ? | 33% | -12% | -20% | 7.9µM*
CN(C)CCCNC(=O)/C(=C\c1ccc(-c2cccc([N+](=O)[O-])c2)o1)NC(=O)c1ccccc1 | i | -11% | ? | -9% | -14% | 11% | -1% | i | ?
CCCC[n+]1ccn(-c2nc3ccccc3nc2[N-]S(=O)(=O)c2ccc(C)cc2)c1 | i | 1% | 18% | 9% | -28% | 11% | -5% | i | 17%
COc1ccc(S(=O)(=O)NNC(=O)Nc2ccc(C)cc2C)c(OC)c1 | i | 3% | -8% | -7% | 5% | 2% | 0% | -15% | -20%
CCOCCCNC(=O)C(NC(=O)c1ccccc1O)c1ccc(Cl)cc1 (stereo not drawn) | i | 19% | 9% | 20% | 0% | 35% | 1% | i | -24%
CC(=O)Nc1ccc(OCC(O)CN2CCCCC2C)cc1 (stereo not drawn) | i | -1% | -12% | 7% | 9% | . | 0% | i | 0%
COc1cccc(NC(=O)CN2C(=O)NC(C)(CCC(C)C)C2=O)c1 (stereo not drawn) | i | 4% | 12% | 1% | -4% | -1% | -1% | i | 4%
CC(C)[C@H](NC(=O)N1CC(=O)Nc2ccccc21)C(=O)N[C@@H](C(=O)O)c1ccccc1 | i | -2% | 2% | -4% | -17% | -3% | 1% | -24% | 9%
CC(C)(C)C(=O)Nc1ccccc1C(=O)OCC(=O)c1ccc2c(c1)OCCO2 | i | -10% | -4% | -19% | -17% | 27% | -4% | -29% | ?
Cc1cc(C)cc(N(CC(=O)NCc2ccc3c(c2)OCO3)C(=O)CCC(=O)Nc2ccccn2)c1 | i | 1% | -20% | 2% | 8% | 21% | 1% | -8% | ?

Single records, as listed above. Order of values: pAkt inh, aSyn rescue, HEK293 tox, Abeta rescue, TDP-43 yeast inh, FUS yeast rescue, Mm-Cpn inhibitor, PTHR1 ag, GLP-1R inv ag
CCCC[n+]1ccn(-c2nc3ccccc3nc2[N-]S(=O)(=O)c2ccc(C)cc2)c1 is listed with i, 1%, 18%, 9%, -28%, 11%, -5%, i, 17%
COc1ccc2c(c1)C(C)=CC(C)(C)N2C(=O)CSc1nnc(-c2ccc(C)cc2)o1 is listed with ., ?, 2%, 4%, -10%, 30%, 0%, i, -8%
